ASAP1 inh = inhibitors of human ASAP1 ArfGAP activity, primary screen, biochemical, fluorescence polarization; 0.19% of 360,000 active; ASAP1-stimulated ARF1 GTP hydrolysis, GDP FP detection; inhibition, % at 16.5 µM; in the data active = inhibition above about 25%;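 also: 0% = vehicle with enzyme and substrate and 100% = no enzyme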
Target sequence (Q9ULH1 325-724 limits assumed): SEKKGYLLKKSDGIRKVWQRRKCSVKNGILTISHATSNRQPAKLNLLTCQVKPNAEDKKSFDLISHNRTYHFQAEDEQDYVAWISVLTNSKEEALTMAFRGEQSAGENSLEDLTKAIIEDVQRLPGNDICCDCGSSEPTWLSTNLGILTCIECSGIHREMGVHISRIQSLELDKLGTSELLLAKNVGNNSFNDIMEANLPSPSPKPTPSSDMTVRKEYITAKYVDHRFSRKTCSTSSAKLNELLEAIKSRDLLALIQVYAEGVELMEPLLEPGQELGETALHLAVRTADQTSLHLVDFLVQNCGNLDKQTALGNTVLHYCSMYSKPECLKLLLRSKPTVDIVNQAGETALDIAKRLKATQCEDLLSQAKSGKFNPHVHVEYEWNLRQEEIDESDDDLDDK
LEDGF integ inh = blockers of LEDGF/p75-dependent integrase strand transfer – biochemical, TR-FRET, high throughput, primary screen | TR-FRET IN-LEDGF/p75 DNA integration, Eu/Cy5 | inhibition, % at 3.7 µM | 0.64% of 370,000 active;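 active = inhibition above the screen-wide mean plus 3 SD, cut at about 13% in these data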;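 also: signal is the Cy5 over europium emission ratio at 671 and 618 nm; 0% = plate median of compound wells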
Tn7 DDE FP = inhibitors of Tn7 peptide binding to fibrin DD(E), primary screen, biochemical, fluorescence polarization, human fibrin, Tn7 probe. Fibrinogen beta chain (Homo sapiens), P02675. FP displacement of FITC-Tn7 peptide from fibrin DD(E); 0% = median of compound wells per plate. inhibition, % at 8.3 µM. 0.13% of 370,000 active;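 active = inhibition above the mean of compounds falling within the control limits plus 3 SD of them, cut at about 14% in these data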;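 also: 0% = plate median of compound wells and 100% = 10 µM Aha-Tn7 peptide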
Target sequence (P02675 whole entry, looked up): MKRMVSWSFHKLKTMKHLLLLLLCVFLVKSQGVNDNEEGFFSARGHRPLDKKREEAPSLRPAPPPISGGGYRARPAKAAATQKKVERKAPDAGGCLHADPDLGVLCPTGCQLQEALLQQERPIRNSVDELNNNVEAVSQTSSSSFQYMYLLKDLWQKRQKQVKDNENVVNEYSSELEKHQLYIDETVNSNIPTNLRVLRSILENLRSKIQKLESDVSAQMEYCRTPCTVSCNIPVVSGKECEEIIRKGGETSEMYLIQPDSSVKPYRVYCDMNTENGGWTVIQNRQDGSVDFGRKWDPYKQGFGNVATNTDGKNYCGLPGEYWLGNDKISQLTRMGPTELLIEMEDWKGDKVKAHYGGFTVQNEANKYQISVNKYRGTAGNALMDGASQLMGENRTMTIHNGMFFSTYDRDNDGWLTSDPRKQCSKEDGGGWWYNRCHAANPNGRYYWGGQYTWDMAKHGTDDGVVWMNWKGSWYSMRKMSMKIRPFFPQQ
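Test system – human fibrin DD(E) · Times – 10 min preincubation, 3 h with tracer, room temperature · Detection – fluorescence polarization of the labelled Tn7 tracer · Measure – percent inhibition normalized to high-control wells · Benchmarks – high control wells with 10 µM unlabelled Aha-Tn7 peptide (full inhibition) · Repeats – singlicate testing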
PLC-gamma1 inh = PLC-gamma1 enzyme inhibitors, primary screen, biochemical, fluorescence, purified enzyme; 1-phosphatidylinositol 4,5-bisphosphate phosphodiesterase gamma-1 (Homo sapiens), P19174; fluorogenic substrate; inhibition, % at 12.2 µM; 0.84% of 370,000 active; in the data active = inhibition above about 9.5%
ADAM17 inh = ADAM17 inhibitors, primary screen, biochemical, QFRET. AID 720648, 2013. inhibition, % at 6.95 µM. Disintegrin and metalloproteinase domain-containing protein 17 (Homo sapiens), P78536. recombinant ADAM17, EDANS/DABCYL FRET peptide cleavage. 0.83% of 370,000 active;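 active = inhibition above the mean of compounds lying between control limits plus 3 SD, set per campaign, cut at about 8.5% in these data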;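 also: 0% = DMSO-only wells as the low control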
ARFGAP1 inh = inhibitors of rat ARFGAP1 GAP activity, primary screen, biochemical, fluorescence polarization, GDP tracer; Arfgap1-stimulated ARF1 GTP hydrolysis, GDP FP detection; 0.26% of 360,000 active; inhibition, % at 16.5 µM; ADP-ribosylation factor GTPase-activating protein 1 (Rattus norvegicus), Q62848;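 active = inhibition above a per-plate limit, mean inhibition of low control wells plus 3 SD, cut at about 25% in these data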;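 also: 0% = DMSO wells with enzyme and 100% = wells lacking Arfgap1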
Target sequence (Q62848 1-136 limits assumed): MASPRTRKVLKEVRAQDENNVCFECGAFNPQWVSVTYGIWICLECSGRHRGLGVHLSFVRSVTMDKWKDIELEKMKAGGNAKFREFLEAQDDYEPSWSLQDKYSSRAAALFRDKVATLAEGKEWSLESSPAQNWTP
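Material: rat Arfgap1 GAP domain (His6, aa 1-136), purified enzyme. Also added: human ARF1(Δ1-17)-GTP substrate. Compound dosing: 16.5 µM single point, 1.26% DMSO. Timing: enzyme reaction 120 min at 25 °C after 20 min preincubation. Signal: GDP detection by fluorescence polarization. Read-out basis: percent inhibition of GAP-stimulated GDP formation, scaled between DMSO and no-Arfgap1 medians.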
ADAM10 inh = human ADAM10 inhibitors, primary screen, biochemical, QFRET, HTS | 0.62% of 370,000 active | inhibition, % at 7 µM | Disintegrin and metalloproteinase domain-containing protein 10 (Homo sapiens), O14672 | recombinant ADAM10, EDANS/DABCYL FRET peptide cleavage, 3 h;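 active = inhibition above a per-campaign cutoff equal to the mean of compounds falling between control-based bounds plus 3 SD, cut at about 20% in these data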;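 also: 0% = DMSO wells while the 100% control is not disclosed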
KLK7 zymogen act = proKLK7 zymogen activators, primary screen, biochemical, fluorescence intensity; purified proKLK7, EDANS-DABCYL substrate fluorescence; 100% is mature enzyme control, 0% vehicle; Kallikrein-7 (Homo sapiens), P49862; 0.9% of 370,000 active; activation, % at 7 µM; AID 652039, 2013;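 active = activation above the mean of all tested compounds plus 3 SD, computed per campaign excluding outliers beyond control limits, cut at about 13% in these data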
DDE Tn6 FP inh = inhibitors of Tn6 peptide binding to fibrin DD(E), primary screen, biochemical, fluorescence polarization, human fibrin, Tn6 probe | Fibrinogen beta chain (Homo sapiens), P02675 | Fibrin DD(E) TRITC-Tn6 fluorescence polarization displacement | inhibition, % at 8.3 µM | 0.21% of 370,000 active | AID 720509, 2013;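 active = inhibition above a per-campaign cutoff: mean of compounds within control limits plus 3 SD, cut at about 15% in these data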;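 also: 0% = median of all compound wells on the plate and 100% = blocking peptide control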
TDP2 inh = human TDP2 enzyme inhibitors, primary screen, biochemical, epi absorbance, recombinant enzyme; inhibition, % at 12.8 µM; 0.34% of 370,000 active; Tyrosyl-DNA phosphodiesterase 2 (Homo sapiens), O95551; T5PNP hydrolysis, p-nitrophenol absorbance 415 nm;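 active = inhibition above the mean of all tested compounds plus 3 SD, set per campaign, cut at about 25% in these data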;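 also: 0% = DMSO with enzyme and 100% = buffer with substrate but no TDP2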
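test system = human TDP2 enzyme | input = TDP2 enzyme at 120 nM final | medium = 50 mM Tris-HCl pH 7.5 with Mg2+, KCl, DTT, BSA | also added = T5PNP substrate, 5 mM | times = 2 h at 37 °C | technique = epi absorbance | benchmarks = high control without enzyme, low control DMSO plus TDP2 | replication = each compound tested once, singlicate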
Numbers without * were called inactive; i = inactive; . = no result given. Outcome played no part in choosing rows; 4.2% or so of the library scored in one or more.

SMILES	ASAP1 inh	LEDGF integ inh	Tn7 DDE FP	PLC-gamma1 inh	ADAM17 inh	ARFGAP1 inh	ADAM10 inh	KLK7 zymogen act	DDE Tn6 FP inh	TDP2 inh
CNC(=O)COc1ccc(Cl)c2cccnc12	2	-5	2	-75	-19	2	-64	2.2	-3	-17
COc1ccc(CN2CCNC(=O)C2CC(=O)N(C)Cc2ccccn2)cc1OC (centres undefined)	-15	-2	0	-2	1	18	0	0.4	-3	-13
COc1ccccc1C(=O)N1CCC(N2CCN(c3ccccc3)CC2)CC1	9	5	2	3	4	4	1	-0.7	-4	-1
Cc1cc(-n2c(C)cc(C(=O)CCl)c2C)no1	17	-2	-8	3	-4	0	-3	0.0	2	9
CCOC(=O)c1csc(N/N=C2\CCCc3ccccc32)n1	10	1	0	-1	2	-5	2	-0.1	-5	-4
O=C1N[C@@H](c2ccccc2)COC(=O)[C@@H](Cc2ccc(F)cc2)CC/C=C/C[C@@H]1CC(=O)N(CCO)Cc1ccccc1	-13	1	-12	8	10*	-11	27*	0.6	0	-7
Cc1c(C)[n+](=O)c2c(n1[O-])CCC2	-9	-3	-5	5	3	-12	5	0.2	-1	0
Cc1ccc(CNC(=O)COc2ccc(C(=O)c3ccc(F)cc3)cc2)cc1	6	-2	1	-1	0	-1	-7	0.0	0	7
CNC(=O)c1ncnnc1N(C)C(=O)NCc1ccccc1	3	5	-5	3	3	5	1	-0.1	10	0
CCN1CCN(C(=O)C2CCN(S(=O)(=O)c3ccc(Br)cc3)CC2)CC1	6	0	-8	2	-5	1	-1	0.8	2	1
CC(C)Oc1ccc(F)cc1-c1cc(C(=O)Nc2ccc(C(C)(C)C)cc2)[nH]n1	-4	-2	-5	1	-4	5	-9	0.2	-4	0
Cc1cccc(OCCSc2nncn2C)c1	-6	12	7	5	-1	-5	7	0.3	1	-10
COCCN(C(=O)CSc1nc2nc(C)cc(C)n2n1)c1c(N)n(Cc2ccccc2)c(=O)[nH]c1=O	8	0	0	2	1	13	2	-0.4	-2	-6
COc1ccc(N2CCN(C(=O)CSc3nnc4n3C(C)(C)Cc3ccccc3-4)CC2)cc1	-9	6	1	-1	-5	0	-3	-0.4	-1	6
CCOC(=O)[C@@]12CCCC3=C1N(CCC3)C(=O)[C@H]2CC(=O)NCCCCc1ccccc1	.	10	-4	3	4	.	0	0.5	-3	-5
C=CCc1cc(Cl)ccc1OCCOCCNC(C)(C)C	6	-2	-4	1	-2	4	-4	-0.6	-3	2
CCOP(=O)(OCC)C(Nc1cccc([N+](=O)[O-])c1)c1ccc(N(C)C)cc1 (centres undefined)	-13	1	-1	1	3	-4	5	0.6	8	-1
CCc1ccccc1NC(=O)c1cc(S(=O)(=O)N2CCCC2)c[nH]1	9	3	-5	2	0	-3	-2	0.1	-6	1
CC(C)(C)Cc1c(-c2ccc(F)cc2)nc2ccc(Cl)cn12	-4	-2	-3	3	4	6	0	0.3	4	-1
CC(=O)c1c(C)[nH]c(C(=O)N(CCc2ccccc2)Cc2ccccc2)c1C	2	-3	2	2	6	4	5	0.6	9	-5
Nc1nc(NCCCN2CCOCC2)nc(Nc2ccc(F)cc2)c1[N+](=O)[O-]	-3	-3	3	4	1	2	1	-0.1	1	4
CCC(C)[C@H](NC(=O)N1CC(=O)Nc2ccccc21)C(=O)N[C@H](Cc1ccccc1)C(=O)O (some centres undefined)	-7	-5	6	-1	-5	7	-35	-0.4	-5	5
O=C(O)C1C2C=CC(C2)C1C(=O)OCc1ccccc1 (centres undefined)	8	-1	-10	-1	-2	-6	-4	0.1	-3	10
Nc1ccccc1SC1CC(=O)N(c2ccc3c(c2)OCCO3)C1=O (centres undefined)	-3	1	5	2	-2	3	4	0.2	4	11
CCCCC(=O)Nc1ccc(C(=O)NCCCn2ccnc2)cc1	5	1	-6	-2	-1	-3	-10	0.0	-3	0
O=C1CC(C(=O)Nc2cccc3ccccc23)C2(CCCC2)O1 (centres undefined)	5	1	1	0	-5	8	-13	-0.3	2	2
c1ccc(CSc2nnc(SCc3ccccn3)s2)nc1	10	4	-8	11*	9.0*	-7	9	0.3	6	-16
COc1cc2ncnc(NCc3ccccc3)c2cc1OC	5	-1	6	6	-1	6	-3	0.4	12	-4
CC(C)(C)NC(=O)N1CCN(S(=O)(=O)c2ccc3c(c2)CCC3)CC1	-5	2	1	-2	-1	2	-11	0.1	2	6
CC(NC(=O)[C@H](NC(=O)[C@@H]1Cc2ccccc2CN1)c1ccccc1)c1ccccc1 (some centres undefined)	-3	-1	7	2	-3	9	-18	0.0	-2	4
CCOc1ccccc1NC(=O)Cn1ncc2ccc([N+](=O)[O-])cc21	4	-1	6	1	2	4	5	0.3	11	3
COc1cccc(-c2nnc(SCCC(=O)O)n2C)c1	-13	0	8	3	-1	8	-5	0.4	10	-2
CSCCC(NC(=O)OC(C)(C)C)C(=O)NC(C(=O)NC(CC(C)C)C(N)=O)C(C)C (centres undefined)	12	-3	2	-3	-4	-8	-3	-0.2	-3	10
CNC(=O)c1[nH]cnc1C(=O)N[C@@H](C)C(=O)OC(C)(C)C	9	0	-7	0	0	-6	3	0.0	-10	-9
Cc1ccc(OCCCCCN2CCOCC2)cc1	6	-2	1	1	-2	1	1	0.7	4	7
O=C(O)c1cc(NCc2ccccc2C(F)(F)F)ccc1N1CCOCC1	5	0	-3	-38	-5	0	-10	0.6	9	10
CC(=O)Nc1ccc(Nc2nc3ccccc3nc2NS(=O)(=O)c2ccccc2)cc1	-9	3	1	-16	-8	-4	-14	-0.3	3	6
CCCN(C(=O)CCc1ccc(OC)cc1)c1c(N)n(Cc2ccccc2)c(=O)[nH]c1=O	4	1	2	2	-4	12	-5	-0.1	1	-6
O=C(Nc1ccc(-c2nc3ncccc3o2)cc1)c1ccco1	-4	1	3	-59	-53	3	-198	4.2	1	-10
Cc1ccc(C)c(NC(=S)NC(NC(=O)Cc2ccccc2)C(Cl)(Cl)Cl)c1 (centres undefined)	-5	-4	6	0	-2	3	6	-0.7	-1	-10

Ordered by SMILES length (ascending): part of the list above
SMILES	ASAP1 inh	LEDGF integ inh	Tn7 DDE FP	PLC-gamma1 inh	ADAM17 inh	ARFGAP1 inh	ADAM10 inh	KLK7 zymogen act	DDE Tn6 FP inh	TDP2 inh
Cc1ccc(OCCCCCN2CCOCC2)cc1	6	-2	1	1	-2	1	1	0.7	4	7
CNC(=O)c1[nH]cnc1C(=O)N[C@@H](C)C(=O)OC(C)(C)C	9	0	-7	0	0	-6	3	0.0	-10	-9
Cc1ccc(C)c(NC(=S)NC(NC(=O)Cc2ccccc2)C(Cl)(Cl)Cl)c1 (centres undefined)	-5	-4	6	0	-2	3	6	-0.7	-1	-10

Carrying on.
SMILES	ASAP1 inh	LEDGF integ inh	Tn7 DDE FP	PLC-gamma1 inh	ADAM17 inh	ARFGAP1 inh	ADAM10 inh	KLK7 zymogen act	DDE Tn6 FP inh	TDP2 inh
Nc1ccc(C(=O)N/N=C\c2cc(N=Nc3cccc4ccccc34)ccc2O)cc1	-7	2	3	-5	0	1	-1	-1.0	-20	0
C=CCN(CC=C)Cc1c(O)ccc2c(=O)c(-c3ccccc3)coc12	-17	2	-4	i	-223	1	i	38*	5	1
O=C(CSc1nnnn1-c1cccc2c1CCCC2)N1CCCC1	-5	-1	0	3	-1	-6	-4	-0.2	1	4
Cc1cc(C)n(CCc2nc(-c3ccc(C)o3)cs2)n1	19	0	4	-1	-3	-3	-5	0.5	-6	3
COc1ccc(NC(=O)CN2C(=O)NC(C)(Cc3ccc(OC)c(OC)c3)C2=O)cc1 (centres undefined)	-5	6	4	4	2	5	-1	0.4	5	-3
O=C(C[n+]1cc(-c2ccc(Cl)c(Cl)c2)n2c1CCC2)N1c2ccccc2Sc2ccccc21	-4	-1	1	7	0	0	-3	0.4	9	-2
CCCCCCN1C2=NCCN2c2ccccc21	4	2	-7	0	-1	0	-4	0.7	-4	-5
O=C(NCc1ccco1)C12CN(Cc3ccccc3)CC1C(c1ccc([N+](=O)[O-])cc1)=NO2 (centres undefined)	6	0	-5	4	1	15	8	0.3	4	2
O=C(CCc1nc(-c2ccc(Cl)cc2)no1)NC1CCCC1	4	-5	-1	-3	1	-7	4	0.7	3	-5
COc1ccc(OC)c2sc(NC(=O)C3CC3)nc12	1	-1	-9	-14	-5	-3	-27	0.4	-5	-2
Cc1ccc2nc(N3CCN(C(=O)c4ccco4)CC3)sc2c1	16	-5	-1	3	-2	9	-12	0.7	-11	5
CC(C)(C)OC(=O)/C=C/[C@@H](CCCCl)Sc1ccc(C(C)(C)C)cc1	.	-3	4	1	6	.	12	-0.1	3	-9
O=C(CSC1=NNC(c2ccccn2)S1)Nc1cccc(Cl)c1 (centres undefined)	10	5	-3	-3	5	-1	22*	-0.7	3	-13
C=CCSc1nc(=O)n2ccc(C)cc2n1	9	-2	-7	-13	-5	1	-16	-1.2	-8	-26
Cc1c(NC(=O)CN(c2ccc(F)cc2)S(=O)(=O)c2ccccc2)c(=O)n(-c2ccccc2)n1C	-1	-5	3	1	-7	4	-5	-0.1	-1	-2
COc1ccc(C(=O)NNC(=O)c2cccs2)cc1S(=O)(=O)N1CCOCC1	-5	2	-6	-10	-5	10	-17	-1.0	3	3
COc1ccc(S(=O)(=O)NCC(=O)N(CC2CCCO2)C(C(=O)NC2CCCC2)C(C)C)cc1 (centres undefined)	-10	-2	0	-3	-2	7	-10	0.2	-1	-1
CCCC(C(=O)NCC1CCCO1)N(Cc1ccco1)C(=O)CNS(=O)(=O)c1ccc(F)cc1 (centres undefined)	8	-1	-5	1	5	1	8	-0.2	2	-10
CCN(CC(=O)NCc1ccc(F)cc1)C(=O)c1cccnc1SC	0	0	0	0	0	7	-4	0.5	7	3
O=C(O)CCN1C(=O)C2C3C=CC(C3)C2C1=O (centres undefined)	-3	-1	-4	-3	-5	-5	2	-0.1	3	13

Screening data deposited in PubChem BioAssay by The Scripps Research Institute Molecular Screening Center.
